Tau fluor cs = Counterscreen qHTS for Inhibitors of Tau Fibril Formation, Fluorescence Polarization | tau K18 P301L Alexa594 fluorescence, heparin fibrillization | Potency, µM (titrated, usually from 57.7 µM), without a hit: at the top dose activity change, negative = decrease | actives 0.93% (n = 280,000); note: % is set by controls: 0 for no effect and ±100 for the full control effect; nearly all actives have a fitted effect of over 55% in size
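Human tau K18 P301L (15 uM unlabeled, 0.24 uM Alexa 594-labeled) in 100 mM sodium acetate pH 7 with 20 uM heparin, 6 hr at 37 C. ThT 30 uM added, 1 hr ambient; Alexa 594 FP and total fluorescence read at 555/632 nm.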
HTT ATP protect = qHTS Multiplex Assay to Identify Dual Action Probes in a Cell Model of Huntington: Cytoprotection (ATP). Potency, µM (doses to about 56.4 µM), without a hit: cytoprotection (ATP increase), usual class: activators. PC12 HTT-Q103 induced, cytoprotection, ATP luminescence, 40 h. actives 0.14% (n = 230,000);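 note: % of control where 0% means no effect; nearly all actives have a fitted effect of over 45% in size; toxic huntingtin expression switched on by the ecdysone agonist tebufenozide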
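Cells were plated at 1500 per well in phenol red-free DMEM with 5% equine and 5% calf serum. Tebufenozide (100 nM final) and compounds were added, then ATPlite reagent, and luminescence was read.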
RECQ1 helicase = qHTS Assay for Inhibitors of RecQ-Like Dna Helicase 1 (RECQ1) | AID 2549, 2010 | Potency, µM (highest dose often 57.3 µM), for the others: at the top dose activity, negative = inhibition, most hits filed as inhibitors | RECQ1 DNA unwinding, red fluorescence kinetic read | actives 0.54% (n = 240,000) | ATP-dependent DNA helicase Q1 (Homo sapiens), P46063;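 note: plate controls were vehicle for no effect and no enzyme for full effect; nearly all actives have a fitted effect of over 30% in size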
Target sequence (P46063 whole entry, looked up): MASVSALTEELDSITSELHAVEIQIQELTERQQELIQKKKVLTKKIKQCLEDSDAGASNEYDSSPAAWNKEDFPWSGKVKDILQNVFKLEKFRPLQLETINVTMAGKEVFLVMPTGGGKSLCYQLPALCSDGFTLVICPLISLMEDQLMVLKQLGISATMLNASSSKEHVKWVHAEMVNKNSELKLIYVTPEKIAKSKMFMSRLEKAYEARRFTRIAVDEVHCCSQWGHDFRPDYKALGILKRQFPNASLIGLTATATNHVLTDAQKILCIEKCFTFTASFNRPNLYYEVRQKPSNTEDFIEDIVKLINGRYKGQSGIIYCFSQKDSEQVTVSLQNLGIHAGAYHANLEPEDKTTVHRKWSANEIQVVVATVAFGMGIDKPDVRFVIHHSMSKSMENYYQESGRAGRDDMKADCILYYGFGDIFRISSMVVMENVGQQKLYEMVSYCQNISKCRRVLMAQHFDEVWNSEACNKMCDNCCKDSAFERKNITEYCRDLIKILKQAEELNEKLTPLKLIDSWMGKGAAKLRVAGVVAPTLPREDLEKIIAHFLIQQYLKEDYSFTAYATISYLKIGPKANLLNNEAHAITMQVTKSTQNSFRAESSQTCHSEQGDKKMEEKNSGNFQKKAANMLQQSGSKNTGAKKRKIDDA
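50 nM RECQ1T1 preincubated 15 min with compound in Tris pH 8.0 buffer with MgCl2, DTT, Tween-20 and 2.5 ug/ml poly(dI-dC); started with 200 nM TAMRA/BHQ-2 forked duplex and 2 mM ATP. Unwinding read as fluorescence (525/598 nm), two reads 2 h apart.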
TRb SRC2 PPI = qHTS for Inhibitors of the Interaction of Thyroid Hormone Receptor and Steroid Receptor Coregulator 2. actives 0.065% (n = 280,000). Potency, µM (highest dose often 106 µM), without a hit: at the top dose activity change, negative = inhibition, most hits filed as inhibitors. Thyroid hormone receptor beta (Homo sapiens), P10828. TRbeta-SRC2 peptide binding, fluorescence polarization; receptor liganded with 1 µM T3;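 note: plate controls were bound peptide for no effect and peptide without receptor for full effect; nearly all actives have a fitted effect of over 50% in size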
Target sequence (P10828 whole entry, looked up): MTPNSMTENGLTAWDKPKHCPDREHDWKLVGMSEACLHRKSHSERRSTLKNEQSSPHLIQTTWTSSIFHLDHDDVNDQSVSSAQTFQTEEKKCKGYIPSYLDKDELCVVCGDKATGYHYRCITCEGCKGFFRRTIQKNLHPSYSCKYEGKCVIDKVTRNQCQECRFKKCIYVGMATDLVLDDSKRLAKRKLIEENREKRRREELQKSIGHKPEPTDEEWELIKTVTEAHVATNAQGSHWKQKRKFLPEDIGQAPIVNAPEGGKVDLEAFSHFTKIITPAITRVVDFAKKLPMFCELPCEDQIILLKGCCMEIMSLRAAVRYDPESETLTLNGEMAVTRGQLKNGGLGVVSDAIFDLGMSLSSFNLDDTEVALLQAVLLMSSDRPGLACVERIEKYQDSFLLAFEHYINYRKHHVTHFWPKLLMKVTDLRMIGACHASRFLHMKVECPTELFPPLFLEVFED
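Each compound concentration gave % activity, normalized to unbound and bound Texas Red SRC2 controls, from polarization read after 5 hr ambient incubation with T3-loaded human TRb LBD.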
TexasRed fluor = Total Fluorescence Counterscreen for Inhibitors of the Interaction of Thyroid Hormone Receptor and Steroid Receptor Coregulator 2 | Potency, µM (titrated, usually from 106 µM), for the others: at the highest dose fluorescence change, negative = quenching | actives 0.29% (n = 280,000) | TRb/SRC2 Texas Red total fluorescence interference; active = well fitted curve in either direction with a large enough effect; inconclusive = small, poorly fitted or top-dose-only effect; note: % is set by controls: 0 for no effect and ±100 for the full control effect
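Human TRb ligand-binding domain at 0.6 uM with 20 nM Texas Red SRC2 peptide in Tris buffer containing 1 uM T3 and 5% DMSO, incubated with compound 5 h at ambient temperature. Total fluorescence (555/632 nm) calculated as parallel + 2 × perpendicular.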
L3MBTL1 inh = qHTS Assay for the Inhibitors of L3MBTL1. Lethal(3)malignant brain tumor-like protein 1 (Homo sapiens), Q9Y468. AlphaScreen L3MBTL1–H3K9me1 peptide binding. Potency, µM (highest dose often 57.1 µM), for the others: at the top dose activity, negative = inhibition, actives largely listed as inhibitors. actives 0.66% (n = 230,000). AID 485360, 2010; note: % is set by controls: 0 for no effect and ±100 for the full control effect; nearly all actives have a fitted effect of over 60% in size
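L3MBTL1 (50 nM) pre-complexed 30 min with biotinylated H3(1-15)K9me1 peptide (75 nM), then compounds added for 30 min at room temperature; AlphaScreen streptavidin donor/nickel chelate acceptor beads (10 ug/mL final) read after 30 min dark incubation.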
Tau fibril ThT = qHTS for Inhibitors of Tau Fibril Formation, Thioflavin T Binding; AID 1460, 2008; Potency, µM (top dose mostly 57.4 µM), for inactives: top-dose activity, negative = inhibition, usual class: inhibitors; actives 2.1% (n = 270,000); Microtubule-associated protein tau (Homo sapiens), P10636; recombinant tau K18 P301L, heparin-induced fibrillization, ThT fluorescence; note: % is set by controls: 0 for no effect and ±100 for the full control effect; nearly all actives have a fitted effect of over 55% in size
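Using a mix of unlabeled (15 uM) and Alexa 594-labeled (0.24 uM) tau K18 P301L, heparin-triggered fibrillization over 6 hr at 37 C was scored by ThT fluorescence.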
Tau FP inhib = qHTS for Inhibitors of Tau Fibril Formation, Fluorescence Polarization; Microtubule-associated protein tau (Homo sapiens), P10636; K18 P301L tau heparin fibrillization, Alexa594 FP, 6 h; Potency, µM (series often up to 57.7 µM), without a hit: at the top dose activity, negative = inhibition, usual class: inhibitors; actives 0.39% (n = 280,000); AID 1468, 2008; note: % is set by controls: 0 for no effect and ±100 for the full control effect; nearly all actives have a fitted effect of over 55% in size
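FP of Alexa 594-tau after heparin (20 uM) induction. Substrate: human K18 P301L, 15 uM unlabeled, 0.24 uM labeled. Buffer 100 mM sodium acetate pH 7. 6 hr, 37 C.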
* = called active by the depositor; i = inactive; ? = inconclusive; / = no result given; [ ] = dose if it differs, or a comment. Unless noted, calls come from the whole dose curve; as a rule, active = well fitted curve in the direction sought with a large enough effect; inconclusive = small, poorly fitted or top-dose-only effect, or another doubt; inactive = no such curve, though single readings can be large; an effect the other way counts as inactive or inconclusive. Potency is the fitted concentration of half-maximal effect.

Compound	Tau fluor cs	HTT ATP protect	RECQ1 helicase	TRb SRC2 PPI	TexasRed fluor	L3MBTL1 inh	Tau fibril ThT	Tau FP inhib
Cn1cccc1Cc1nnc(SCC(=O)Nc2ccc(F)cc2F)n1-c1ccc(F)cc1	-1%	-3%	-14%	-9%	-1%	-12%	-9%	6%
COC(=O)c1cc(Cl)ccc1NC(=O)CSc1ncc(S(=O)(=O)c2ccc(Br)cc2)c(=O)[nH]1	-17%	/	/	9%	6%	/	32µM*	?
Cc1ccc2nc(COc3ccccc3NC(=O)C(C)(C)C)cc(=O)n2c1	1%	/	/	4%	-4%	/	0%	7%
COc1ccc2nc3oc(C(=O)NC4CCN(Cc5ccccc5)CC4)cc3cc2c1	-7%	13%[10 µM]	0%	-1%	0%	0%	-11%	-1%
COc1ccc(CC(=O)NC(C)CCc2ccccc2)cc1 (configuration not stated)	-4%	-59%[inhibitor]	i	0%	-1%	/	-6%	1%
CS(=O)(=O)N(CCc1ccccc1)CC(=O)N1CCN(c2ccccc2)CC1	-6%	4%	4%	-5%	-4%	-7%	-9%	-4%
O=C(Oc1ccc2c(c1)CCC2)N1CCOCC1	2%	-4%[10 µM]	-5%	5%	-1%	6%	-7%	1%
COc1ccc(NC(=S)Nc2cccc([N+](=O)[O-])c2)cc1	-20%	-12%	i	-3%	-1%	6%	-18%	6%
Cc1cnc(-c2nnc(N(C)C(=O)C3CCOC3)s2)cn1 (configuration not stated)	3%	-7%	i	-10%	1%	/	-1%	0%
S=C(NCc1ccccc1)NCC1COc2ccccc2O1 (configuration not stated)	-18%	9%[10 µM]	-3%	0%	-4%	-4%	-3%	0%
O=C(OCc1cc2ccccc2[nH]c1=O)c1ccccc1	0%	-23%[0.074 µM]	-16%	2%	0%	10%	-5%	-4%
CCCCNC(=O)c1[nH]c(C)c(C(C)=O)c1C	-10%	-24%	-1%	7%	-1%	/	-8%	-1%
COc1ccccc1OCC(=O)Nc1ccc(O)cc1C(=O)O	-6%	-14%	-7%	5%	-3%	/	-12%	4%
CC12C(=O)N(c3ccc(C(=O)N4CCOCC4)cc3)C(=O)C1C1c3ccccc3C2c2ccccc21 (configuration not stated)	6%	-12%[10 µM]	-8%	1%[53 µM]	0%[53 µM]	-9%	-5%	1%
COc1ccc2c(c1)-c1nc(NC(=O)c3cc(Cl)ccc3OC)sc1CC2	?	/	/	-1%	-27%	/	?	?
Cc1cc(C(=O)NN=C2C3CC4CC(C3)CC2C4)c2ccccc2n1	-1%	-10%	-10%	0%	-1%	10%	-4%	0%
Cc1ccc(Cl)cc1N1CCN(C(=S)NCc2ccco2)CC1	11%	-7%	i	-1%	0%	-3%[2.29 µM]	13%	4%
COc1ccc(N2C(=O)CC(NC3CC3)C2=O)cc1 (configuration not stated)	10%	15%[10 µM]	-6%	-16%	-2%	-15%	-9%	5%
COCCCNC(=O)C1C2C=CC3(CN(Cc4ccc(C)cc4)C(=O)C13)O2 (configuration not stated)	-7%	12%	-14%	0%	-2%	3%	-1%	-4%
Cc1ccc(NC2=C([N+](=O)[O-])CS(=O)(=O)C2)cc1	-16%	1%[10 µM]	-5%	2%	-5%	/	-16%	-8%
NC(=O)c1c(Nc2nc3c(F)cccc3s2)sc2c1CCCC2	?	2%[10 µM]	-3%	-1%	8%	7%	?	6%
CCOc1ccc(S(N)(=O)=O)cc1-c1nc2c(C(C)(C)C)nn(C)c2c(=O)[nH]1	-14%	-18%[10 µM]	-5%	-1%	-1%	-3%	-5%	-1%
O=C(Cn1cc(C(F)(F)F)ccc1=O)N/N=C/c1ccc(Cl)cc1Cl	5%	41%[10 µM]	-15%	-16%	0%	0%	2%	-14%
O=C(Cn1ccc2cc(S(=O)(=O)N3CCCCCC3)ccc21)NCCc1ccccc1Cl	-19%	/	/	-6%	0%	/	3%	-6%
COc1cc(OC)cc(C(=O)N[C@H](C(=O)Nc2ccc(NC(C)=O)cc2)C(C)C)c1	0%	-16%[1.9 µM]	9%	4%	0%	-17%	7%	-2%
Cc1ccc(C(=O)c2cn(CC(=O)Nc3ccc(C(C)C)cc3)c3nc(C)ccc3c2=O)cc1	-15%	/	/	4%	-6%	/	-5%	-4%
COc1cccc(/C=N/Nc2ccc(S(=O)(=O)O)cc2)c1O	-5%	-12%	0%	0%	-4%	-20%	?	-16%
Cc1ccc(NC(=S)NC(C)CCc2ccccc2)cc1C (configuration not stated)	-26%	6%[10 µM]	-32%	-2%	-3%	4%	2%	5%
Cc1sc2ncn(CC(=O)NCCCOC(C)C)c(=O)c2c1S(=O)(=O)N1CCN(c2ncccn2)CC1	-13%	-3%	-2%	3%	1%	/	-1%	-5%
O=C(CC1C(=O)NCCN1Cc1ccoc1)NCc1cccc(OC(F)(F)F)c1 (configuration not stated)	-9%	-4%[10 µM]	-3%	4%	1%	2%	-12%	-4%

3 of the compounds above, with values under each structure.
Results follow in this order: Tau fluor cs | HTT ATP protect | RECQ1 helicase | TRb SRC2 PPI | TexasRed fluor | L3MBTL1 inh | Tau fibril ThT | Tau FP inhib
- O=C(Oc1ccc2c(c1)CCC2)N1CCOCC1
    2% | -4%[10 µM] | -5% | 5% | -1% | 6% | -7% | 1%
- COc1ccc(NC(=S)Nc2cccc([N+](=O)[O-])c2)cc1
    -20% | -12% | i | -3% | -1% | 6% | -18% | 6%
- Cc1cnc(-c2nnc(N(C)C(=O)C3CCOC3)s2)cn1 (configuration not stated)
    3% | -7% | i | -10% | 1% | / | -1% | 0%

(cont.)
Compound	Tau fluor cs	HTT ATP protect	RECQ1 helicase	TRb SRC2 PPI	TexasRed fluor	L3MBTL1 inh	Tau fibril ThT	Tau FP inhib
COc1cc2c(C(=O)N3CCN(C)CC3)c(CSc3ccccc3)n(C)c2cc1Br	-14%	-45%[inhibitor]	i	2%	-5%	/	-17%	0%
NS(=O)(=O)c1ccc(CCNC(=O)C2CCC(Cn3c(=S)[nH]c4ccccc4c3=O)CC2)cc1 (configuration not stated)	10%	/	-3%	1%	-1%	1%	14%	6%
CCOC(=O)c1c(Nc2cccc(C(=O)OC)c2)nnc(-c2ccccc2)c1-c1ccccc1	-18%	/	/	6%	-5%	/	?	-4%
O=C(NCc1ccc(Cl)cc1)c1cc2ccc3cccnc3c2[nH]1	-25%	/	/	0%	-6%	/	-4%	-17%
O=C(CSc1ncccc1-c1nc2ccccc2[nH]1)N1CCCCC1	-9%	-17%[10 µM]	-6%	-18%	4%	-12%	-9%	-4%
COc1ccc(-n2nc3cc(C)c(NC(=O)c4ccc(C)cc4C)cc3n2)cc1Cl	-12%	/	/	1%	2%	/	-8%	-2%
COc1ccc(CNC(=O)c2nnn(Cc3ccc(OC)cc3)c2N)cc1	2%	-1%	5%	6%	-5%	?	3%	-4%
CN(C)CCCCCCN(C)C	/	22%	1%	3%	-6%	/	/	/
CCOc1ccccc1/C=C/C(=O)c1ccc(Cl)cc1	-8%	12%[10 µM]	-15%	-4%	-6%	16%	?	2%
CN(C)c1ccc(-c2ccncc2)cc1	-13%	-8%	i	-13%	0%	/	?	-2%
O=C(CN1C(=O)C(=O)c2ccccc21)NC1CCCCC1	-5%	?	-4%	0%	1%	2%	-5%	-7%
Cc1ccc(C)n1-c1ccc(NC(=O)c2ccccc2)cc1	-20%	13%[10 µM]	-5%	-2%	0%	-14%	?	3%
CC1(C)C(c2ccc(Cl)cc2)=[N+]([O-])C2(CCCC/C2=N\O)N1O (configuration not stated)	-7%	-5%[10 µM]	i	7%	-3%	-2%	-11%	-7%
Cn1c(SCC(=O)OC2CCCCC2)nnc1-c1ccco1	2%	-19%[1.9 µM]	-7%	-24%	-1%	24%	6%	-2%
OCCN1CCN(C(c2ccccc2Cl)c2sc3nc(-c4ccco4)nn3c2O)CC1 (configuration not stated)	-4%	/	/	-3%	0%	/	0%	?
COc1ccccc1C(=O)C1CCCN(C(=O)CCn2cnnn2)C1 (configuration not stated)	-1%	25%[10 µM]	-2%	-3%	-4%	0%	2%	1%
O=C(Nc1cccc(Cl)c1)/C(=C\c1cccnc1)NC(=O)c1ccco1	2%	/	i	-1%	1%	3%	1%	-1%
CCc1ccc(NC(=O)CSCc2ccc(C(=O)O)cc2)cc1	-3%	15%[10 µM]	i	-3%[53 µM]	-2%[53 µM]	13%	-2%	-1%
N/C(=N\OC(=O)COc1ccc(Cl)cc1Br)c1ccncc1	-21%	-12%	i	3%	-2%	5%	?	-5%
O=C(OCc1ccccc1)Oc1cncc(C(=O)O)c1	1%	-6%	-14%	0%	0%	/	-8%	2%
Cc1cc(C)c2c(n1)nn1c(N3CCN(c4ccccc4)CC3)cc(C)nc21	-5%	-1%	-10%	5%	2%	-2%	?	-8%
O=C1C2C3C=CC(CNS(=O)(=O)c4ccccc4[N+](=O)[O-])(O3)C2C(=O)N1c1ccccc1 (configuration not stated)	-6%	/	i	-6%	-5%	0%	?	4%
COc1cc(C(=O)NCCc2ccc(S(=O)(=O)N3CCCC3)cc2)cc(OC)c1OC	-13%	7%	i	0%	-2%	-4%	-7%	-7%
CCCC(=O)OC1=CN(Cc2ccccc2)S(=O)(=O)c2ccccc21	-26%	/	/	3%	6%	/	-16%	-1%

A portion of the library (hit frequency here may not be typical).
